KOR beta-arrestin-1: KOR agonists, beta-arrestin recruitment, primary screen, cell-based, luminescence, uHTS (AID 1777) | Kappa-type opioid receptor (Homo sapiens) | KOR beta-arrestin recruitment, luminescence; higher % means a stronger effect | activation, % at 10 µM, or EC50 in µM where a hit was titrated | 280,000 tested, 0.02% active; in the data active = activation above about 50%, passing the limit was not always enough; note: a part of the inactive calls stands beside numbers as strong as those of hits
AID2073: inhibitors of Mint1-CaV2.2 protein interaction, biochemical, HTRF (AID 2073). inhibition, % at 20 µM, or IC50 in µM where a hit was titrated. HTRF protein-protein interaction, Mint1-CaV2.2; higher % means a stronger effect. 290,000 tested, 0.19% active. Voltage-dependent N-type calcium channel subunit alpha-1B (Homo sapiens); in the data active = inhibition mostly above about 51%, no sharp cut-off; note: some results filed as inactive read as strong as hits
KOR beta-arrestin-2: KOR antagonists, beta-arrestin recruitment, cell-based, luminescence, uHTS (AID 1778); Kappa-type opioid receptor (Homo sapiens); KOR beta-arrestin recruitment, luminescence, antagonist mode; higher % means a stronger effect; inhibition, % at 10 µM, or IC50 in µM where a hit was titrated; 290,000 tested, 0.091% active; in the data active = inhibition above about 50%; note: strong numbers were not always called active
GPR55 antagonists: GPR55 antagonists blocking LPI-driven arrestin recruitment, primary screen, imaging, U2OS, beta-arrestin-GFP, LPI agonist (AID 2013); G-protein coupled receptor 55 (Homo sapiens); U2OS GPR55 beta-arrestin-GFP translocation imaging, LPI antagonism; higher % means a stronger effect; one-dose inhibition, % at 10 µM; IC50 in µM for titrated hits; 290,000 tested, 0.13% active;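 active = spots per cell inhibited over 60%, with over 100 cells counted and total cytoplasm intensity under 500,000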;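 note: U2OS cells stably carrying GPR55 and arrestin-GFP stimulated by 5 µM LPI near EC80; imaged beta-arrestin-GFP aggregate spots per cell after agonist stimulation; plate controls were LPI-stimulated DMSO wells for no effect and DMSO wells without LPI for full effect; some results filed as inactive read as strong as hits; confirmed hits need IC50 under 10 µM and bright autofluorescent wells are also inconclusive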
GPR55 activation: GPR55 agonists via beta-arrestin recruitment, primary screen, imaging, U2OS cells, beta-arrestin-GFP redistribution (AID 1961); U2OS GPR55 beta-arrestin-GFP redistribution imaging; higher % means a stronger effect; activation, % at 10 µM, or EC50 in µM where a hit was titrated; 290,000 tested, 0.048% active;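 active = activation above 40% with more than 50 cells counted in the well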;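 note: U2OS osteosarcoma cells stably expressing GPR55 and beta-arrestin-GFP; plate controls were DMSO negative control for no effect and LPI positive control for full effect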
HIV peptide binding: inhibitors of HIV fusion peptide binding, primary screen, biochemical, uHTS, fluorescence dequenching (AID 1986) | inhibition, % at 20 µM, or IC50 in µM where a hit was titrated | 290,000 tested, 0.3% active | cell-free peptide binding, fluorescence dequenching, 30 min; higher % means a stronger effect; in the data active = inhibition mostly above about 52%, no sharp cut-off; inactive = mostly below about 76%; note: some results filed as inactive read as strong as hits
GPR35 arrestin U2OS: GPR35 antagonists blocking zaprinast-driven arrestin recruitment, primary screen, imaging, U2OS, beta-arrestin-GFP, zaprinast agonist (AID 2058); U2OS GPR35 beta-arrestin-GFP translocation imaging, zaprinast antagonism; higher % means a stronger effect; inhibition, % at 10 µM; hits with a dose series show IC50 in µM; 290,000 tested, 0.052% active;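 active = inhibition of at least 50% with at least 30 cells and total cytoplasm GFP at most 10,000,000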
SIAH1 antagonists: Siah-1 peptide-binding antagonists, primary screen, biochemical, fluorescence polarization, rhodamine-plectin, uHTS (AID 1817); E3 ubiquitin-protein ligase SIAH1 (Homo sapiens); Siah-1 / rhodamine-plectin peptide fluorescence polarization; higher % means a stronger effect; displacement, % at 20 µM; hits with a dose series show IC50 in µM; 290,000 tested, 0.02% active;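 active = displacement of at least 50% at 20 µM, with a fluorescence ratio check between 0.3 and a set limit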;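 note: plate controls were Siah plus tracer with DMSO for no effect and tracer alone without Siah for full effect; strong numbers were not always called active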
NOD1 inhibition: NOD1 signaling inhibitors, primary screen, cell-based, luminescence, uHTS (AID 1578); 290,000 tested, 1% active; inhibition, % at 4 µM; hits with a dose series show EC50 in µM; NOD1-driven NF-kB luciferase reporter cells, luminescence; higher % means a stronger effect; in the data active = inhibition mostly above about 36%, no sharp cut-off; inactive = mostly below about 34%;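 note: HEK-293T reporter cells stimulated with the NOD1 agonist gamma-tri-DAP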
Active calls of the source: *; / = not tested or not shown; [ ] = dose if it differs, or a comment. The list is partial (hit frequency here may not be typical).

SMILES	KOR beta-arrestin-1	AID2073	KOR beta-arrestin-2	GPR55 antagonists	GPR55 activation	HIV peptide binding	GPR35 arrestin U2OS	SIAH1 antagonists	NOD1 inhibition
O=C(NCCc1cccs1)c1ccc(CS(=O)Cc2ccc(Cl)cc2)o1 (configuration not stated)	-1.6%	-3%	10%	14%	-0.1%	2.3%	-23%	2%	-15%
CCC(=O)OC1c2ccccc2C(=O)N1Cc1ccccc1 (configuration not stated)	-8.2%	-5%	20%	-4%	0.2%	-2.4%	-4%	1%	-1%
O=C(O)c1ccc(N2C(=O)CC(N3CCN(c4cccc(Cl)c4)CC3)C2=O)cc1 (configuration not stated)	0.5%	4%	-1%[20 µM]	-15%	-0.3%	3.4%	-10%	1%	-35%
N#CC1=C(S)N(c2ccc(F)cc2)C2(CCCCC2)NC1=O	-4.4%	29%	-2%	-6%	-0.2%	-0.2%	-8%	0%	-32%
COC(=O)c1ccc(C(NC(=O)OCc2ccccc2)/C(F)=C/[C@@H](C)C(=O)NCc2ccc(-c3ccccc3)cc2)cc1 (some centres not stated)	-1.7%	7%	11%	5%	0.2%	5.4%	-2%	1%	-26%
CCOc1ccccc1NC(=O)Cc1cccs1	-3.0%	12%	5%	-3%	0.2%	0.9%	-3%	11%	-30%
O=C(OC1CCCCC1=O)c1ccc(S(=O)(=O)Nc2ccccc2)cc1 (configuration not stated)	2.0%	-11%	-21%	1%	0.2%	-1.0%	6%	2%	-3%
COc1ccccc1NC(=O)C(C)OC(=O)CC1CCCC1 (configuration not stated)	-0.3%	3%	-2%	3%	-0.1%	1.1%	1%	3%	-33%
COc1ccc(N(CC(=O)NCCSc2ccccc2)S(=O)(=O)c2ccccc2)cc1	6.3%	-5%	-14%	4%	0.2%	0.3%	-15%	-2%	-14%
Nc1ncnc2nc(SCc3ccccc3)[nH]c12	-1.8%	2%	24%	4%	0.5%	0.9%	-7%	0%	0%
O=C(O)CCC(=O)N1CCN(S(=O)(=O)c2cccs2)CC1	1.1%	6%	19%	-2%	0.0%	-0.5%	3%	6%	0%
Cc1ccc(-n2nnnc2SCC(=O)NC2CCCc3ccccc32)cc1 (configuration not stated)	-4.3%	-1%	-6%	5%	-0.2%	-0.8%	-5%	1%	-34%
O=C(c1cc(-c2ccc(Cl)c(Cl)c2)on1)N1CCN(c2ccccc2)CC1	-3.2%	0%	3%	18%	0.0%	2.3%	9%	2%	-95%
CC(C)(C)NC(=O)CSc1nc2scc(-c3ccccc3)c2c(=O)[nH]1	5.4%	6%	-37%	2%	-0.4%	2.8%	-2%	0%	26%
C[N+]1(CCC(=O)c2ccccc2)CCCCC1	2.1%	-10%	21%	0%	-0.2%	-0.1%	-9%	-6%	4%
CC(C)NC(=O)CSc1nnc(COc2ccccc2Cl)o1	-5.0%	1%	-22%	-12%	-0.2%	1.0%	6%	-2%	-5%
O=C(Nc1nc2ccc(Br)cc2s1)c1ccco1	-0.9%	6%	-24%[20 µM]	6%	0.6%	2.8%	8%	5%	-2%
O=C(Nn1cnnc1)c1cc(Cl)cc(Cl)c1	-3.3%	2%	-22%	-2%	0.6%	0.8%	-11%	4%	2%
CSc1ccc(-c2nnn(Cc3ccccn3)n2)cc1	-2.2%	32%	14%	28%	0.6%	-2.2%	-11%	9%	-73%
CCOC(=O)c1c(-c2ccccc2)csc1NC(=O)c1nn(CC)cc1Br	-1.7%	1%	24%	1%	0.0%	-2.0%	15%	1%	18%
Cc1ccc(OCCOc2ccc(Cl)cc2Cl)c([N+](=O)[O-])n1	-0.5%	5%	-20%	-12%	0.1%	-1.5%	10%	-2%	-14%
CCOC(=O)N1CCC(Nc2c(NCCCN(CC)CC)c(=O)c2=O)CC1	-8.1%	-4%	21%	0%	-0.1%	0.3%	16%	1%	-5%
O=C(N/N=C/C(Cl)=C/c1ccc([N+](=O)[O-])cc1)C(=O)Nc1ccccc1C(=O)O	-1.5%	16%	34%	-3%	0.2%	52%	5%	-2%	-11%
Cc1ccsc1/C=C/C(=O)O	-1.3%	4%	20%	4%	-0.4%	0.8%	6%	3%	-29%
C=CCOc1ccc(Br)cc1CNC(C)(C)C	-5.8%	-1%	10%[20 µM]	10%	-0.1%	-1.3%	3%	-8%	-2%

Retrieved by structure from the entries so far:
SMILES	KOR beta-arrestin-1	AID2073	KOR beta-arrestin-2	GPR55 antagonists	GPR55 activation	HIV peptide binding	GPR35 arrestin U2OS	SIAH1 antagonists	NOD1 inhibition
Cc1ccc(-n2nnnc2SCC(=O)NC2CCCc3ccccc32)cc1 (configuration not stated)	-4.3%	-1%	-6%	5%	-0.2%	-0.8%	-5%	1%	-34%
CCC(=O)OC1c2ccccc2C(=O)N1Cc1ccccc1 (configuration not stated)	-8.2%	-5%	20%	-4%	0.2%	-2.4%	-4%	1%	-1%

Next part.
SMILES	KOR beta-arrestin-1	AID2073	KOR beta-arrestin-2	GPR55 antagonists	GPR55 activation	HIV peptide binding	GPR35 arrestin U2OS	SIAH1 antagonists	NOD1 inhibition
C=CCn1c(-c2cccnc2Cl)nc2ccccc21	-7.1%	-11%	-12%	-1%	0.0%	-1.2%	28%	0%	-31%
Nc1c([N+](=O)[O-])cnnc1-c1ccccc1	-0.4%	-4%	-60%	4%	0.1%	-1.8%	6%	1%	-41%
COC(=O)c1ccc(C(=O)OC)c(N)c1	-3.8%	17%	-8%	19%	-0.1%	1.0%	14%	5%	-6%
COc1cc(-c2nc3cnccn3c2Nc2ccccc2)ccc1O	0.0%	14%	29%	1%	-0.1%	-0.6%	12%	-2%	-32%
CC(=O)Nc1ccc(S(=O)(=O)NC2=C(N3CCN(c4ccc(F)cc4)CC3)C(=O)c3ccccc3C2=O)cc1	4.3%	-11%	-38%	9%	-0.1%	-1.8%	7%	4%	-21%
COC(CN(C)S(=O)(=O)c1cc2c3c(c1)CCC(=O)N3CCC2)OC	-1.6%	7%	-17%	4%	-0.3%	-0.1%	11%	-5%	-12%
CCOCCOC(=O)c1ccc(-n2cncn2)nc1	-4.0%	-3%	-2%	-20%	-0.1%	-3.8%	10%	-4%	13%
CCN(CC)C(=O)N1CCN(S(=O)(=O)c2ccc(C)cc2)CC1	/	2%	12%	-4%	0.6%	1.2%	-2%	-2%	-10%
CCN1CCN(C(=O)c2[nH]c3ccc(OC)cc3c2C)CC1	7.3%	14%	10%	-1%	-0.1%	0.4%	-16%	-3%	-3%
CC(=O)c1cccc(OCC(=O)N2CCN(c3ccc(C(F)(F)F)cn3)CC2)c1	-1.0%	10%	8%	11%	0.1%	-0.1%	-10%	2%	-18%
Cc1cccc(N2CCN(S(=O)(=O)c3c(C)[nH]c(C)c3C(=O)N3CCCCC3)CC2)c1C	1.7%	-4%	-15%	-9%	-0.3%	1.8%	22%	-7%	-12%
COc1ccc(C2=NN(S(=O)(=O)c3ccccc3)C(c3ccccc3)C2)cc1 (configuration not stated)	-5.5%	3%	7%	13%	-0.1%	-1.5%	7%	5%	-1%
O=C(O)c1ccc(Cn2ccc3ccccc32)o1	19%	2%	-56%[20 µM]	-1%	0.8%	14%	-1%	1%	-11%
O=C(NCCCn1ccnc1)C(=O)NCC1OCCCN1S(=O)(=O)c1ccc(Cl)cc1 (configuration not stated)	2.3%	-1%	28%	8%	-0.3%	-0.2%	-13%	-4%	-20%
Cc1ccc(-c2cc(C(=O)OCC(=O)Nc3cc(C)on3)c3ccccc3n2)c(C)c1	7.8%	3%	-6%	-1%	-0.2%	-2.4%	2%	-3%	29%
CN(C)c1ccc(CNc2nc3ccccc3s2)cc1	-5.1%	13%	-10%	1%	0.3%	1.0%	1%	1%	10%
O=C(NCc1cccc(Cl)c1)c1ccco1	-2.3%	20%	-9%	1%	-0.1%	3.1%	-9%	4%	-20%
CCOC(=O)C1(CCCc2ccccc2)CCN(C(=O)CCn2cncn2)CC1	/	-17%	2%[20 µM]	12%	-0.1%	1.1%	2%	-4%	-1%
CC(C)c1ccccc1NC(=O)c1ccccc1NC(=O)C1CCCCC1	0.0%	-5%	-14%	0%	-0.3%	-0.7%	-2%	-2%	3%
Cc1cccn2cc(-c3cc4ccccc4oc3=O)nc12	20%	-3%	-45%	-11%	-0.1%	-0.9%	11%	3%	-22%
O=C(COC(=O)/C=C/c1cccc([N+](=O)[O-])c1)NCCCN1CCCC1=O	-8.9%	0%	-2%	2%	0.2%	2.2%	-13%	2%	5%
CCC(C(=O)NCCC1=CCCCC1)n1nc(C)c2c(C)n(-c3ccccc3)nc2c1=O (configuration not stated)	4.7%	-11%	-13%	-16%	0.0%	0.2%	-11%	-5%	17%
O=C(OCn1nnc2ccccc2c1=O)c1ccc(Br)o1	4.8%	-2%	16%	0%	0.2%	-1.4%	-3%	23%	-27%
O=C(O)COc1c(Cl)cc(/C=C2\NC(=O)NC2=O)cc1Br	0.4%	-3%	-6%[20 µM]	3%	-0.2%	1.7%	-8%	13%	-24%
Cc1cc2nc(-c3ccc(NC(=O)c4cccnc4)cc3)oc2cc1C	20%	49%	-24%	3%	-0.1%	1.4%	-3%	-1%	-33%
The list continues:
SMILES	KOR beta-arrestin-1	AID2073	KOR beta-arrestin-2	GPR55 antagonists	GPR55 activation	HIV peptide binding	GPR35 arrestin U2OS	SIAH1 antagonists	NOD1 inhibition
CCc1nnc(NC(=O)c2cccc(C(=O)Nc3nnc(CC)s3)n2)s1	-6.6%	6%	/	-7%	0.3%	3.3%	-1%	-3%	28%
Cc1cccc(NC(=O)C2CCCN(C(=O)NC3CCCCC3)C2)c1C (configuration not stated)	12%	-6%	-21%	2%	-0.2%	0.0%	1%	0%	15%
CCCC12CN3CC(CCC)(CN(C1)C3C(O)C(O)C(O)CO)C2=O (configuration not stated)	-1.5%	-7%	27%	-3%	0.0%	0.2%	-4%	0%	10%
Cc1nc2ccccc2nc1OCC(=O)Nc1ccc(F)cc1	0.1%	-11%	-10%	4%	-0.3%	-0.8%	-1%	9%	-17%
CCn1c(=O)c(C(=O)CN2CCc3ccccc32)c(N)n(Cc2ccccc2)c1=O	-3.6%	15%	19%	9%	-0.1%	5.3%	3%	-1%	-28%
COc1ccc(CCNC(=O)CN(c2ccc(OC)c(OC)c2)S(=O)(=O)c2ccc(C)cc2)cc1	-2.7%	0%	12%	-8%	-0.2%	3.8%	-5%	-4%	33%
Cc1[nH]c2ccc(F)cc2c1CCN(Cc1ccncc1)C(=S)Nc1ccccc1	2.6%	14%	-21%	-4%	0.5%	-1.4%	-9%	-2%	-28%
CCOc1ccc(NC(=O)CN2C(=O)NC(CCSC)C2=O)cc1 (configuration not stated)	4.3%	4%	0%	8%	0.2%	-0.4%	5%	-2%	-33%
COc1ccc(NC(=S)N(CCCN2CCOCC2)Cc2cn(C)c3ccccc23)cc1OC	-1.9%	-28%	23%	12%	0.2%	-0.6%	-8%	-2%	-11%
